Screening results deposited in PubChem BioAssay by National Center for Advancing Translational Sciences (NCATS).
EPAC2 ag: qHTS for Agonist of cAMP-regulated guanine nucleotide exchange factor 4 (EPAC2): primary screen; Potency, µM (highest dose often 154 µM), without a hit: top-dose activation, actives largely listed as activators; EPAC2 activation, biochemical qHTS; response scale: 100% = 6.5 mM cAMP response; hit rate 0.079% among 360,000; further: potency means the concentration at half of the fitted maximal effect; nearly all actives have a fitted effect of over 50% in size
Target sequence (Q8WZA2 whole entry, looked up): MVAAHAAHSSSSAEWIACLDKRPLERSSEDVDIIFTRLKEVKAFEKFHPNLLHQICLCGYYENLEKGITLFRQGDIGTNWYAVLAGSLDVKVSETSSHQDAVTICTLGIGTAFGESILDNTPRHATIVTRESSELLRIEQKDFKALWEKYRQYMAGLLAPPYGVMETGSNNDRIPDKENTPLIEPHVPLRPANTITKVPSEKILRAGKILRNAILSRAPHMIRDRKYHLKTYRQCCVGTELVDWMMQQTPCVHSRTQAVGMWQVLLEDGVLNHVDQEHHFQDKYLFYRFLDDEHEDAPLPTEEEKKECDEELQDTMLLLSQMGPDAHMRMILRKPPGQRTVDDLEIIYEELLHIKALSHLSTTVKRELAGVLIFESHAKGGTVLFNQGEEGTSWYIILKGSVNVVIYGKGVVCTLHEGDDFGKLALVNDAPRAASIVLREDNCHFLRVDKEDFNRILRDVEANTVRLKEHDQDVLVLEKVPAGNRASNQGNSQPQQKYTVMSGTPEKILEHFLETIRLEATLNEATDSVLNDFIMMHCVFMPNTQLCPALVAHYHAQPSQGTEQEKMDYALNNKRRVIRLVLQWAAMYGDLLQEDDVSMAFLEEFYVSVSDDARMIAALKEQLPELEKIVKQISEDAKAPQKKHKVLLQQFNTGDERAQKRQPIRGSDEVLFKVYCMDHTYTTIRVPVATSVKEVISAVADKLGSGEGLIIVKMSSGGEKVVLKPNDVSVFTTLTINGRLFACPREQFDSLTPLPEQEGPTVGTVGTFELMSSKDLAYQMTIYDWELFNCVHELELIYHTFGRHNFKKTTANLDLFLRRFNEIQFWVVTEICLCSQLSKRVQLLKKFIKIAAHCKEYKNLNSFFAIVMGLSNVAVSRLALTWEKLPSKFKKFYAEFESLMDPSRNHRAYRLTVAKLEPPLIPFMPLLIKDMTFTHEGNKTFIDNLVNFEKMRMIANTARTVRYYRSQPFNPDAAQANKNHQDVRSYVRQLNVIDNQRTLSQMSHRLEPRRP
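Exchange assay: 100 nM EPAC2 with 250 nM Rap1B-BODIPY-GDP and 50 uM GDP. Fluorescence (ex 480/em 540 nm) read every 5 min for 30 min at room temperature. Data normalized to 6.5 mM cAMP as agonist control.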
TGFb SMAD3 inh: qHTS for Inhibitors of TGF-b. HepG2 CAGA-GFP TGF-b/SMAD3 reporter, GFP fluorescence, 18 h; TGF-beta stimulated, 500 pg/mL final. Potency, µM (highest dose often 46.1 µM), for the others: top-dose activity, negative = inhibition, hits mostly inhibitors. hit rate 1.2% among 410,000. AID 588855, 2011; further: potency means the concentration at half of the fitted maximal effect; on the % scale 0 is the no-effect control and ±100 the full control effect; nearly all actives have a fitted effect of over 65% in size
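Inhibition of TGF-beta-driven CAGA-GFP reporter expression in HEPG2 cells is measured by cellular GFP fluorescence after 18 h stimulation with 500 pg/mL recombinant TGF-beta in 1% FBS medium at 37 degrees C.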
Mm-Cpn inhibitor: Inhibitors of TCP-1 ring complex (TRiC) of Methanococcus maripaludis (MmCpn): qHTS; purified Mm-Cpn ATPase, ADP Transcreener TR-FRET; Potency, µM (highest dose often 76.9 µM), without a hit: top-dose activity, negative = inhibition, hits mostly inhibitors; hit rate 0.031% among 330,000; Chaperonin Mm-Cpn (Methanococcus maripaludis); further: potency means the concentration at half of the fitted maximal effect; on the % scale 0 is the no-effect control and ±100 the full control effect; nearly all actives have a fitted effect of over 80% in size
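Compound-treated chaperonin, 25 nM final, turns over 10 uM ATP at 37°C for 30 min following a 10 min preincubation; ADP generated competes with ADP-d2 for Eu-cryptate antibody, lowering FRET.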
EPAC2 antagonist: qHTS for Antagonist of cAMP-regulated guanine nucleotide exchange factor 2 (EPAC2): primary screen | hit rate 0.18% among 360,000 | EPAC2 GEF exchange of Rap1B-BODIPY-GDP, fluorescence | Potency, µM (series often up to 114 µM), for the others: top-dose activity, negative = inhibition, usual class: inhibitors | AID 720708, 2013; further: potency means the concentration at half of the fitted maximal effect; on the % scale 0 is the no-effect control and ±100 the full control effect; nearly all actives have a fitted effect of over 45% in size; many of its hits are not listed in these tables
pAkt inh: HTS Assay for Inhibitors of Akt Phophorylation: Primary Screen; AID 651550, 2012; Neuro2A IGF-stimulated pAkt S473 HTRF, 20 min; stronger effect = lower value; activity change, % for hits at 50 µM; hit rate 0.32% among 360,000; in the data active means activity change below about -80%; inconclusive means mostly about -51% to -80%; further: on the % scale 0 is the no-effect control and ±100 the full control effect
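Single-point screen (50 µM final compound) in Neuro2A cells stimulated 20 min with 6 nM IGF at 37 deg C. After lysis, Ser473-phosphorylated Akt read by HTRF (ex 330 nm, em 615/665 nm) as the 665/615 ratio.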
Nrf2 ARE act: qHTS of Nrf2 Activators | AREc32 ARE-luciferase reporter (MCF7-derived line), luminescence, 24 h | Potency, µM (top dose mostly 46.1 µM), without a hit: top-dose activation, hits mostly activators | hit rate 0.31% among 410,000; further: potency means the concentration at half of the fitted maximal effect; % of control where 0% means no effect; nearly all actives have a fitted effect of over 65% in size
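AREc32 cells carrying an ARE-driven firefly luciferase, 1000 cells/well in OPTI-MEM with 5% FBS, dosed after overnight attachment and incubated 24 hr at 37 deg C. Steady-Glo luminescence read after 30 min at RT.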
A549 viability: Nrf2 qHTS screen for inhibitors: counterscreen for cytotoxicity; A549 ARE-Fluc cells, CellTiter-Fluor viability, 18-24 h; Potency, µM (titrated, usually from 46 µM), for inactives: top-dose activity change, negative = cytotoxicity, hits mostly inhibitors; hit rate 0.16% among 390,000; AID 504648, 2011; further: potency means the concentration at half of the fitted maximal effect; on the % scale 0 is the no-effect control and ±100 the full control effect
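Cytotoxicity counterscreen: CellTiter-Fluor fluorescence was measured in A549 ARE_Fluc cells after 18-24 h of compound exposure in a concentration series. The subsequent BugLite luminescent read reports ARE-luciferase activity.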
Nrf2 inh: Nrf2 qHTS screen for inhibitors | hit rate 2.1% among 360,000 | AID 504444, 2011 | Potency, µM (doses to about 46 µM), for the others: at the highest dose activity change, negative = inhibition, usual class: inhibitors | A549 ARE-Fluc reporter, luciferase luminescence, 18-24 h; further: potency means the concentration at half of the fitted maximal effect; on the % scale 0 is the no-effect control and ±100 the full control effect; nearly all actives have a fitted effect of over 60% in size
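A549 ARE_Fluc cells, 5000/well, 5% FBS OPTI-MEM; compounds in dose-response, 18-24 h at 37 °C/5% CO2; CellTiter-Fluor viability read (Ex 405/Em 525), then BugLite luciferase luminescence = Nrf2 activity.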
CCT modulator: High-Throughput Screening for Modulators of Cytosolic Chaperonin Activity | purified chaperonin ATPase assay, HTRF ADP detection, 30 min | hit rate 0.3% among 360,000 | activity change, % (no concentration beside the values), hits read low; in the data active means activity change below about -30%; further: on the % scale 0 is the no-effect control and ±100 the full control effect
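First, chaperonin was dispensed at 40 nM or 20 nM final depending on batch activity. Next, compounds were pinned at 76 uM and ATP added at 10 uM. After 30 min at 37 °C, ADP detection reagents ran 30 min at ambient temperature.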
Numbers without * were called inactive; i = inactive; ? = inconclusive; nt = no result given; & = joins results of further samples; [ ] = dose if it differs, or a comment. Unless noted, the call rests on the fitted dose curve; in most records, active means well fitted curve in the direction sought with a large enough effect; inconclusive means small, poorly fitted or top-dose-only effect, or another doubt; inactive means no such curve, though single readings can be large; an effect the other way counts as inactive or inconclusive. Not all compounds are listed; count on the stated rates, not on these rows.

item	molecule	EPAC2 ag	TGFb SMAD3 inh	Mm-Cpn inhibitor	EPAC2 antagonist	pAkt inh
1	COC(=O)CSC1=C(C#N)C(c2ccc(C)cc2)C2=C(CCCC2=O)N1 (centres undefined)	3%	18%	-4%	8%	i
2	Cc1cc(C)c2cc(CN(CCCO)S(=O)(=O)c3ccccc3F)c(=O)[nH]c2c1	3%	2%	0%	1%	i
3	NS(=O)(=O)c1ccc(NC(=O)COC(=O)c2ccco2)cc1	8%	18%	0%	1%	i
4	O=C(C[C@@H]1NS(=O)(=O)OC2CCCCC21)c1ccccc1 (some centres undefined)	10%	-4%	1%	-1%	i
5	O=C(CC1C(=O)NCCN1C(=O)Nc1ccccc1)Nc1cccc(C(F)(F)F)c1 (centres undefined)	-10%	-1%	1%	-19%	i
6	O=c1cc(O)c2c(=O)n(-c3ccccc3)c3c(c2o1)CCCCCC3	2%	-12%	-7%	1%	i
7	Cc1cc(C)cc(OCC(=O)N/N=C/c2ccco2)c1	4%	6%	1%	12%	i
8	Cc1ccc(NC(=O)CC(O)(C(F)(F)F)C(F)(F)F)c(Br)c1	4%	?	1%	-10%	i
9	Cc1cccc(NS(=O)(=O)c2cc3c(cc2C)N(C)CCO3)c1	-2%	3%	0%	-13%	i
10	Cc1ccc(F)cc1NC(=O)CSc1nc(-c2cccs2)cc(C(F)(F)F)n1	nt	-8%	nt	nt	nt
11	COc1ccc(CCNc2ncnc3cc(OC)c(OC)cc23)cc1OC	1%	-18%	-6%	1%	i
12	CCCc1ccc2oc(C(=O)N3CCN(CC(=O)NC(C)C)CC3)c(C)c2c1	1%	2%	2%	1%	i
13	COC(=O)c1c(-c2ccc(Br)cc2)csc1NC(=O)Cc1ccc(OC)c(OC)c1	3%	?	?	4%	i
14	Nc1sc2c(c1C(=O)NC1CCS(=O)(=O)C1)CCC2 (centres undefined)	0%	-3%	-2%	-2%	-130%*
15	Cc1cc(-c2ccccc2)c2ccc(NC(=O)C(C)(C)C)nc2n1	-1%	-9%	-13%	8%	i

item	Nrf2 ARE act	A549 viability	Nrf2 inh	CCT modulator
1	2.6%	-14%	?	3.2
2	-0.1%	1%	0%	0.7
3	0.5%	-1%	5%	-2.1
4	-0.3%	-1%	4%	-2.0
5	3.5%	8%	-23%	-2.5
6	-0.7%	-3%	-28%	-14
7	2.2%	1%	-6%	-0.9
8	0.8%	1%	-5%	-5.5
9	-1.0%	-6%	-9%	1.1
10	-1.1%	-1%	-12%	nt
11	0.6%	-2%	21µM*	-11
12	5.4%	-2%	2%	-1.0
13	2.4%	4%	nt	-13
14	-0.5%	-12%	5%	-2.9
15	0.7%	-18%	-12%	1.3

(listing goes on)
item	molecule	EPAC2 ag	TGFb SMAD3 inh	Mm-Cpn inhibitor	EPAC2 antagonist	pAkt inh
16	N=C1/C(=C\c2ccc(SCc3ccccc3)o2)C(=O)N=C2SC(CC(=O)N3CCOCC3)=NN12	10%	2%	2%	-10%	i
17	Clc1ccccc1CN1CCN(/N=C/C=C\c2ccco2)CC1	?	16%	-6%	0%	i
18	CCOC(=O)c1cnc2c(cnn2C)c1Cl	2%	-1%	-5%	-6%	i
19	COc1cccc(NC(=O)CSc2ccc3nnc(-c4ccncc4)n3n2)c1	9%	-1%	1%	-9%	i
20	COc1cccc(N(C(=O)c2ccco2)C(C(=O)NC2CCCC2)c2ccc(N(C)C)cc2)c1 (centres undefined)	3%	-1%	0%	-3%	i
21	COc1cccc(-c2nnc(NC(=O)c3ccc(S(=O)(=O)N(CC(C)C)CC(C)C)cc3)o2)c1	-11%	-24%	0%	10%	i
22	Cc1oc(-c2ccccc2Cl)nc1CS(=O)(=O)CC(=O)NCCN1CCOCC1	-2%	0%	-1%	3%	i
23	Cc1noc(C)c1CSCC(=O)N(C)CC(=O)Nc1ccccc1C(F)(F)F	5%	-11%	-2%	1%	i
24	COc1cccc(-c2cc(C(=O)N/N=C/c3ccco3)c3ccccc3n2)c1	17%	-9%	0%	-15%	i
25	CC(Sc1nnc(-c2ccccc2)c(-c2ccccc2)n1)C(=O)N1CCc2ccccc21 (centres undefined)	-1%	?	?	13%	i
26	Cc1cc(OCc2ccc(F)cc2)nc(-c2ccccc2O)n1	11%	14%	-4%	2%	i
27	CC(CC(=O)NC1CCSC1=O)c1ccccc1 (centres undefined)	-5%	-6%	1%	9%	i
28	Cc1ccc(NC(=S)N/C(=N/S(=O)(=O)c2ccccc2)c2ccccc2)cc1	4%&8%	-2%&-18%	2%	0%&-5%	i
29	CC1(C(=O)NCc2ccc(C(F)(F)F)cc2)CCN1Cc1ccccc1OC(F)F (centres undefined)	-1%	?	nt	?	i
30	Cc1nn(C)cc1C(=O)NNC(=S)Nc1ccccc1	7%	2%	-1%	-2%	i

item	Nrf2 ARE act	A549 viability	Nrf2 inh	CCT modulator
16	-0.1%	9%	?	-1.4
17	17%	-8%	?	-3.3
18	?	-8%	?	-1.6
19	3.7%	-5%	2%	0.8
20	0.2%	-10%	9%	-3.6
21	-1.0%	?	?	-1.6
22	-1.0%	-2%	-1%	1.0
23	-0.5%	10%	7%	-1.9
24	6.0%	-9%	-7%	-1.7
25	-0.4%	0%	-3%	0.9
26	0.8%	18%	-2%	-1.7
27	-0.2%	-3%[1.84 µM]	-1%	0.0
28	3.3%&5.0%	1%&0%	?	-2.7&-4.6
29	3.1%	nt	nt	0.6
30	0.1%	4%	?	-0.7

(cont.)
item	molecule	EPAC2 ag	TGFb SMAD3 inh	Mm-Cpn inhibitor	EPAC2 antagonist	pAkt inh
31	Cc1ccc(N(CC(C)C)S(=O)(=O)c2nnc(NC(=O)C(C)C)s2)cc1	nt	?	nt	nt	nt
32	COCCCNC(=O)C[C@H]1C[C@H](C(=O)N2CCOCC2)[C@@]2(CCC3CCCC3)c3[nH]c4cc(CCC(=O)N(C)C)ccc4c3CCN2C1=O	8%	7%	1%	14%	i
33	COc1ccc(S(N)(=O)=O)cc1C(=O)NCCCN1CCN(c2ccccc2OC)CC1	-1%	-4%	-3%	-6%	i
34	COc1ccccc1C(=O)N1CCCC1(C#N)c1ccccc1 (centres undefined)	0%	23%	-1%	0%[57.1 µM]	i
35	Cc1cc(C)nc(SCC(=O)Nc2ccc(S(=O)(=O)Nc3nccs3)cc2)n1	-3%	3%	0%	-1%	i
36	CC(=O)c1cccc(NC(=O)c2onc(C)c2Cl)c1	2%	2%	-1%	7%	i
37	COc1ccc(NC(=O)C(=O)NCC2CCCN2S(=O)(=O)c2cccs2)cc1 (centres undefined)	-2%	?	-1%	-6%	i
38	Cc1ccc(C(=O)Nc2ccccc2N2CCCC2)cc1	0%	-10%	0%	12%	i
39	COc1ccc(NC(=O)CC2SC(=Nc3ccccc3)NC2=O)cc1 (centres undefined)	-2%	-24%	3%	7%	i
40	O=c1c2c3n(c(=O)nc2[nH]n1-c1ccccc1)CCCCC3	-19%	7%	-1%	?	i

item	Nrf2 ARE act	A549 viability	Nrf2 inh	CCT modulator
31	-1.0%	4%	?	nt
32	-0.4%	-2%	-15%	0.2
33	0.3%	-4%	-24%	-2.6
34	-0.5%	-11%	?	4.7
35	-1.0%	3%[1.84 µM]	-16%	-0.9
36	0.5%	-4%	12%	-0.9
37	-0.8%	?	3%	-1.2
38	2.3%	-3%	7%	-4.3
39	-0.4%	4%	-17%	0.0
40	-0.1%	1%	-8%	-2.0

Entries of single compounds, quoted from the list. Order of values: EPAC2 ag | TGFb SMAD3 inh | Mm-Cpn inhibitor | EPAC2 antagonist | pAkt inh | Nrf2 ARE act | A549 viability | Nrf2 inh | CCT modulator
Cc1ccc(C(=O)Nc2ccccc2N2CCCC2)cc1 across the screens: 0% | -10% | 0% | 12% | i | 2.3% | -3% | 7% | -4.3
COc1ccc(NC(=O)CC2SC(=Nc3ccccc3)NC2=O)cc1 (centres undefined) across the screens: -2% | -24% | 3% | 7% | i | -0.4% | 4% | -17% | 0.0
Cc1cc(C)nc(SCC(=O)Nc2ccc(S(=O)(=O)Nc3nccs3)cc2)n1 across the screens: -3% | 3% | 0% | -1% | i | -1.0% | 3%[1.84 µM] | -16% | -0.9
COc1ccc(NC(=O)C(=O)NCC2CCCN2S(=O)(=O)c2cccs2)cc1 (centres undefined) across the screens: -2% | ? | -1% | -6% | i | -0.8% | ? | 3% | -1.2
O=c1c2c3n(c(=O)nc2[nH]n1-c1ccccc1)CCCCC3 across the screens: -19% | 7% | -1% | ? | i | -0.1% | 1% | -8% | -2.0
